Screening data (PubChem BioAssay)
Gal4-VP16 FLuc = VP16 counterscreen qHTS for inhibitors of ROR gamma transcriptional activity. Drosophila S2 Gal4-VP16 UAS-luciferase, luminescence, 20 h. Potency, µM (series often up to 53.6 µM), without a hit: at the highest dose activity, negative = inhibition, most hits filed as inhibitors. 3.5% of 310,000 active. AID 2546, 2010;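 further: Gal4-VP16 expression switched on by copper sulfate through the metallothionein promoter; potency means the concentration at half of the fitted maximal effect; on the % scale 0 is the no-effect control and ±100 the full control effect; nearly all actives have a fitted effect of over 50% in size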
RORg inh = qHTS for inhibitors of ROR gamma transcriptional activity; Potency, µM (series often up to 53.6 µM), for the others: at the highest dose activity change, negative = inhibition, actives largely listed as inhibitors; 5.4% of 310,000 active; Drosophila S2 Gal4-RORgamma UAS-luciferase reporter, 20 h; Nuclear receptor ROR-gamma (Mus musculus), P51450; further: potency means the concentration at half of the fitted maximal effect; on the % scale 0 is the no-effect control and ±100 the full control effect; nearly all actives have a fitted effect of over 60% in size
Target sequence (P51450 whole entry, looked up, the tested form may be a part): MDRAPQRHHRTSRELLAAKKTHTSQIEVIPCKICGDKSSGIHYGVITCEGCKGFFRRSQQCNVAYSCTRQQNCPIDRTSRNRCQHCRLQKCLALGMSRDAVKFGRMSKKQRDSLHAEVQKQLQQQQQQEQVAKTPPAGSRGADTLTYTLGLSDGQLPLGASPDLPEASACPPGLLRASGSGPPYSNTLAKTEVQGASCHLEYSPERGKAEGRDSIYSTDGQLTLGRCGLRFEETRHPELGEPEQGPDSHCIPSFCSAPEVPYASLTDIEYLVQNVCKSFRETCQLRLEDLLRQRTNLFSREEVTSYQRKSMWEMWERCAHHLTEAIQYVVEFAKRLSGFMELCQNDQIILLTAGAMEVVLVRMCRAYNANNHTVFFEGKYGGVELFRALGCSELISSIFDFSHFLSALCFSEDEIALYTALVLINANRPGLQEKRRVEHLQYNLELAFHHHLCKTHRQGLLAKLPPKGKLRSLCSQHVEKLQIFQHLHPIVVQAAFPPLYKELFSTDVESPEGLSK
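Compounds are pin-transferred onto Drosophila Schneider cells expressing a copper-inducible Gal4–ROR gamma transactivation domain fusion. After 1 hr, copper sulfate is added to 700 uM final; luciferase is read 20 hr later.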
BRCA1 expr up = qHTS Assay to Identify Small Molecule Activators of BRCA1 Expression | 1.1% of 380,000 active | MCF7-BRCA1-FFLuc reporter, luminescence, 48 h; response scale: scaled: vehicle 0%, 10 µM genistein 100% | Potency, µM (highest dose often 46.1 µM), inactives show at the top dose activation, hits mostly activators; further: potency means the concentration at half of the fitted maximal effect; nearly all actives have a fitted effect of over 80% in size; some results filed as inactive show a strong effect at the top dose
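Using MCF7 cells harboring a BRCA1 firefly luciferase reporter, plated 2 h before compound pinning, the screen measured luminescence after 48 h incubation. Responses were normalized to DMSO and 10 microM genistein, then fitted for concentration-effect.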
ELG1 repair inh = qHTS screen for small molecules that inhibit ELG1-dependent DNA repair in human embryonic kidney (HEK293T) cells expressing luciferase-tagged ELG1 | HEK293T ELG1-luciferase reporter, luminescence, 16 h; DNA damage induced by 5-fluorouridine | Potency, µM (highest dose often 46.1 µM), inactives show at the highest dose activity change, negative = inhibition, hits mostly inhibitors | AID 504467, 2011 | 2.3% of 330,000 active; further: potency means the concentration at half of the fitted maximal effect; on the % scale 0 is the no-effect control and ±100 the full control effect; nearly all actives have a fitted effect of over 55% in size
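5-Fluorouridine DNA damage + compound/DMSO, 2,000 cells/well, 16 h, 37 °C/5% CO2. ONE-Glo, 30 min RT, luminescence. Readout = decrease in reporter signal.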
FLuc modulator = qHTS profiling assay for firefly luciferase inhibitor/activator using purifed enzyme and Km concentrations of substrates (counterscreen for miR-21 project); 6.9% of 360,000 active; Luciferin 4-monooxygenase (Photinus pyralis), P08659; AID 588342, 2011; Potency, µM (highest dose often 57.5 µM), for inactives: at the highest dose activity change, negative = inhibition, actives largely listed as inhibitors; purified FLuc, Km substrates, luminescence inhibition;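 further: potency means the concentration at half of the fitted maximal effect; plate controls were vehicle for no effect and reference inhibitor for full effect; nearly all actives have a fitted effect of over 55% in size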
Target sequence (P08659 whole entry, looked up): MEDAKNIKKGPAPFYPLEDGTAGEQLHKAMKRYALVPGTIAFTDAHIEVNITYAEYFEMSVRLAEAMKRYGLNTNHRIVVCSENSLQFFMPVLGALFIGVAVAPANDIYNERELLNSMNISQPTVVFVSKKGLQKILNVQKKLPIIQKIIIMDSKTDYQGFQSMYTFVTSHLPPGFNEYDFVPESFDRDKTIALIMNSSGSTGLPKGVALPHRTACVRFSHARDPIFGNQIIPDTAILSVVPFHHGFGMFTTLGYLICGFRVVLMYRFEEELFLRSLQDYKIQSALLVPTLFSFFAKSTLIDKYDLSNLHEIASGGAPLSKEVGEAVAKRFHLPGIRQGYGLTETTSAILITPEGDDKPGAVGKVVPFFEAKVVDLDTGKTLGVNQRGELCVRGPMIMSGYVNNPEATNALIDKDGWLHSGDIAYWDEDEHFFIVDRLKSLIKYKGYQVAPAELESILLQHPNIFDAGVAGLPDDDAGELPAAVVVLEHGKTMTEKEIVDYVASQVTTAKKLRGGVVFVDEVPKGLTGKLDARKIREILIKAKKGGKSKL
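Purified P. pyralis luciferase (10nM final) with 10uM D-luciferin and 10uM ATP (Km levels) in 50mM Tris acetate pH 7.5, 10mM Mg acetate, 0.01% Tween-20, 0.05% BSA; qHTS 6-point titration, ~60 µM downward; luminescence read.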
ELG1 genotox = qHTS screen for small molecules that induce genotoxicity in human embryonic kidney (HEK293T) cells expressing luciferase-tagged ELG1; HEK293T ELG1-luciferase reporter, luminescence, 16 h; Potency, µM (top dose mostly 46 µM), inactives show top-dose activity change, positive = activation, hits mostly activators; 1.3% of 330,000 active; further: potency means the concentration at half of the fitted maximal effect; % of control where 0% means no effect; nearly all actives have a fitted effect of over 60% in size
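Reporter readout depends on ELG1 protein level, which increases with genetic stress. After 16 hr compound exposure at 37 °C, luciferase activity was quantified using ONE-Glo.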
p53 reactivation = qHTS assay for re-activators of p53 using a Luc reporter | H1299 p53-A138V BP100-luciferase reporter, luminescence, 24 h | Potency, µM (series often up to 92.2 µM), for inactives: top-dose activity change, positive = activation, most hits filed as activators | 0.063% of 320,000 active | AID 504706, 2011; further: potency means the concentration at half of the fitted maximal effect; % of control where 0% means no effect; nearly all actives have a fitted effect of over 45% in size
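H1299 (p53-null), stable ts p53-A138V + BP100-Luc; 1000 cells/well, Opti-MEM/10% FBS; cpd 4 pt, 1:5; 24 h, 37 deg C, 5% CO2; detection reagent 10 min RT; luminescence.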
NPC1 promoter act = qHTS Assay for NPC1 Promoter Activators. Huh7 NPC1 promoter luciferase reporter, 24 h. Potency, µM (top dose mostly 9.22 µM), without a hit: top-dose activation, actives largely listed as activators. 2.4% of 320,000 active. AID 485313, 2010;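 further: potency means the concentration at half of the fitted maximal effect; % of control where 0% means no effect; nearly all actives have a fitted effect of over 60% in size; reporter is driven by a mutant NPC1 promoter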
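Huh7 reporter cells (NPC1 promoter driving luciferase) are dosed with compound for 24 h at 37 °C, 5% CO2; luciferase detection reagent is then added and luminescence measured after 10 min at ambient temperature.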
Rab9 prom act = qHTS Assay for Rab9 Promoter Activators; AID 485297, 2010; Potency, µM (highest dose often 9.22 µM), for the others: at the top dose activation, negative = inhibition, usual class: activators; 2.8% of 320,000 active; Huh7 Rab9 promoter-luciferase reporter, luminescence, 24 h; further: potency means the concentration at half of the fitted maximal effect; % of control where 0% means no effect; nearly all actives have a fitted effect of over 60% in size
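Huh7 reporter line, Rab9 promoter upstream of luciferase. Compound exposure 24 h at 37 °C in reduced-serum medium with 10% FBS. Read-out: luminescence.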
Tb PFK inh = qHTS Assay to Find Inhibitors of T. brucei phosphofructokinase; T. brucei PFK, ADP-Glo luminescence; 0.17% of 330,000 active; ATP-dependent 6-phosphofructokinase (Trypanosoma brucei brucei), O15648; Potency, µM (titrated, usually from 57.5 µM), for the others: at the highest dose activity, negative = inhibition, usual class: inhibitors; AID 485367, 2010;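 further: potency means the concentration at half of the fitted maximal effect; 0% = uninhibited 1x PFK enzyme wells and -100% = no-enzyme wells; nearly all actives have a fitted effect of over 60% in size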
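Compounds were pin-transferred as a titration series up to 57 uM into substrate buffer (0.5 mM F6P, 0.1 mM ATP, pH 8.0), then 1.25 nM PFK was added and reactions ran 45 min before ADP-Glo detection.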
TRPV1 ag = HTS Assay for Compounds that Act as Agonists of the Vanilloid Receptor 1; Transient receptor potential cation channel subfamily V member 1 (Homo sapiens), Q8NER1; AID 540275, 2011; activation, % at 8.33 µM; TRPV1-expressing cells, Fluo-8 calcium influx, agonist mode; 0.19% of 320,000 active; in the data active means activation above about 80%; inconclusive means between about 30% and that limit; further: 0% is about no effect
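Fluo-8 calcium influx in TRPV1-expressing cells, kinetic read (ex 480/em 520 nm). Compound added and read 3 min for agonist activity, followed by capsaicin at EC20 final and 2 min further read for enhancement.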
* hit, by the source's call; ? = inconclusive; nt = not tested or not shown; [ ] = dose if it differs, or a comment. Unless noted, the call rests on the fitted dose curve; in most records, active means well fitted curve in the direction sought with a large enough effect; inconclusive means small, poorly fitted or top-dose-only effect, or another doubt; inactive means no such curve, though single readings can be large; an effect the other way counts as inactive or inconclusive.

Results follow in this order: FLuc modulator, TRPV1 ag, Tb PFK inh, Gal4-VP16 FLuc, Rab9 prom act, NPC1 promoter act, ELG1 repair inh, BRCA1 expr up, p53 reactivation, RORg inh, ELG1 genotox
- CNc1nc(N)c([N+](=O)[O-])c(NC2CCCCC2)n1
    3%, -2, 0%, 9%, -4%, -7%, 0%, -12%, -3%, 2%, 12%
- COc1ccc(NC(=O)CC2C(=O)N(c3ccc(OC)cc3)C(=O)N2CCc2cccs2)cc1 (configuration not stated)
    3%, 2, -17%, 0%, -2%, -3%, ?, -16%, -15%, 27%, -7%
- COc1ccccc1CC(=O)Nc1ccc(-c2noc(COc3cccc(C)c3C)n2)cc1
    6%, -2, 0%, 9%, -3%, -4%, ?, 0%, 1%, 13%, 3%
- O=[N+]([O-])c1ccc2nc(C(O)C(O)c3nc4ccc([N+](=O)[O-])cc4[nH]3)[nH]c2c1 (configuration not stated)
    -9%, -2, 2%, -13%, -3%, 2%, 1%, 8%, nt, 24%, 0%
- COc1cccc(C(=O)N2CCC(C(=O)N3CCN(C)CC3)CC2)c1
    -2%, -4, 0%, 10%, -5%, 2%, 13%, -3%, 6%, -4%, 0%
- Cc1csc(=O)n1CCC(=O)OCC(=O)Nc1cccc(C#N)c1
    4%, -1, -13%, nt, -6%, 0%, 12%, 2%, 0%, nt, 2%
- CCCCCCCCCCCC(=O)N/N=C/c1ccco1
    -1%, 25, -2%, 14%, 1%, 1%, 1%, 8%, 0%, 8%, 0%
- O=C(N/N=C/c1cccc([N+](=O)[O-])c1)C(=O)N1CCCCCC1
    1%, 2, 3%, 0%, -6%, -2%, 2%, -2%, 16%, -1%, -2%
- CCNC(=S)N1CCCCC1CO (configuration not stated)
    3%, -1, -1%, 10%, -4%, 1%, 9%, 1%, 2%, 0%, 0%
- O=C(c1ccc(F)cc1)N1C2CCC1CC(O)(c1ccccc1F)C2 (configuration not stated)
    3%, 7, 0%, -1%, -6%, -3%, 15%, 0%, -12%, -2%, -1%
- Cc1onc(-c2ccccc2Cl)c1C(=O)N1CCN(c2nc3ccccc3s2)CC1
    0%, -1, -3%, -12%, 0%, -5%, 13µM*, -32%, -3%, 2%, 2%
- COc1cccc(CC(=O)Nc2ccc(S(=O)(=O)N3CCCCC3)cc2)c1
    nt, nt, -12%, nt, nt, nt, ?, -43%, -6%, nt, -2%
- CCOC(=O)N1CCN(C(=O)CCc2nc3sc4c(c3c(=O)[nH]2)CCCC4)CC1
    3%, 2, 0%, 3%, 15%, -3%, 10%, -2%, 2%, 7%, -1%
- COc1ccc(NC(=O)c2sc3nc(-c4cccnc4)ccc3c2N)cc1
    -10%, 0, 1%, 1%, -1%, 0%, 7%, 0%, 5%, 1%, 2%
- O=C(CSc1nnc(SCc2ccccc2)s1)N/N=C/C=C/c1ccccc1[N+](=O)[O-]
    24µM*, -1, 8%, ?, -3%, -6%, 4%, -19%, 6%, ?, 0%
- Cc1ccc(-c2nc(P(=O)(c3ccccc3)c3ccccc3)c(N3CCOCC3)o2)cc1
    -1%, ?, 2%, 16µM*, -2%, -2%, -23%, -23%, 0%, 3.5µM*, -10%
- Cc1nc2cc(NC(=O)NCc3ccccc3)ccc2o1
    ?, -3, 1%, 2%, ?, 25%, ?, 80%, ?, 23%, 2%
- Cc1ccc(Cl)c(NC(=O)COC(=O)c2cc[n+]([O-])cc2)c1Cl
    nt, nt, 3%, nt, nt, nt, 14%, 0%, 2%, nt, 0%
- COCCOC(=O)c1c(C)oc2ccc(NS(=O)(=O)c3ccc(C(=O)O)cc3)cc12
    4%, -2, 5%, -1%, 3%, -2%, -2%, 2%, -2%, -25%, 1%
- O=C(OCCCN=C1NS(=O)(=O)c2ccccc21)c1ccc([N+](=O)[O-])cc1
    3%, ?, -4%, 19%, -10%, 0%, -3%, -25%, 2%, 33%, 0%
- CCC(=O)N1CCN(c2ccc(NC(=O)c3cc4ccccc4o3)cc2Cl)CC1
    ?, 8, -7%, -3%[0.365 µM], -5%, 1%, 5.8µM*, -92%[inhibitor], -26%, 41%, -60%[inhibitor]
- CC1CCN(C(=O)CSc2nnc(Cc3cccn3C)n2-c2ccc(F)cc2)CC1
    9%, 9, -1%, -3%, -2%, 0%, 11%, 7%, 5%, 2%, -11%
- COC(=O)c1ccc(NC(=O)CCCCCn2nnc3ccccc3c2=O)cc1
    -4%, 14, 0%, -4%, 0%, 0%, 2%, -7%, -2%, 41%, -3%
- COc1ccc(-n2c(SCC(=O)NCCC(C)C)nc3ccsc3c2=O)cc1
    4%, -1, 0%, -5%, -2%, -1%, 10%, -19%, 10%, 15%, 2%
- Nn1c(SCC(=O)Nc2ccc(F)c(F)c2)nnc1C1CCCCC1
    2%, 0, 7%, -5%, -7%, 0%, ?, -1%, -20%, 3%, -2%
- CC(=O)Nc1cccc(NC(=O)c2c(-c3c(Cl)cccc3Cl)noc2C)c1
    6%, -3, -4%, -9%, -7%, -4%, 0%, -21%, -5%, 32%, -5%
- Cc1nc(Cc2nnc(SCC(=O)N3CCN(c4ccc(F)cc4)CC3)o2)cs1
    -2%, 8, 0%, nt, 1%, 0%, -13%, 9%, -13%, nt, -2%
- CCCCOC(=O)CSC1=C(C#N)C(c2ccccc2OCC)C(C#N)C(=O)N1 (configuration not stated)
    2%, 2, 2%, -9%, 3%, 1%, -1%, -1%, -2%, -13%, 0%
- COc1cccc(C(=O)NCC(=O)OCC(=O)Nc2cc(OC)c([N+](=O)[O-])cc2C)c1
    11%, 0, -1%, 4%, -6%, -5%, 0%, 2%, -4%, ?, 3%
- O=S(=O)(Cc1ccccc1)N1CCN(Cc2c(F)cccc2Cl)CC1
    7%, 6, -7%, nt, -2%, -2%, 26%, -21%, 18%, nt, 1%

Next part; it opens with the three that closed the last part.
Results follow in this order: FLuc modulator, TRPV1 ag, Tb PFK inh, Gal4-VP16 FLuc, Rab9 prom act, NPC1 promoter act, ELG1 repair inh, BRCA1 expr up, p53 reactivation, RORg inh, ELG1 genotox
- CCCCOC(=O)CSC1=C(C#N)C(c2ccccc2OCC)C(C#N)C(=O)N1 (configuration not stated)
    2%, 2, 2%, -9%, 3%, 1%, -1%, -1%, -2%, -13%, 0%
- COc1cccc(C(=O)NCC(=O)OCC(=O)Nc2cc(OC)c([N+](=O)[O-])cc2C)c1
    11%, 0, -1%, 4%, -6%, -5%, 0%, 2%, -4%, ?, 3%
- O=S(=O)(Cc1ccccc1)N1CCN(Cc2c(F)cccc2Cl)CC1
    7%, 6, -7%, nt, -2%, -2%, 26%, -21%, 18%, nt, 1%
- Cc1nc(N)sc1C(=O)NN
    -4%, nt, 0%, 33%, -1%, -4%, -6%, 0%, 12%, 4%, 0%
- Cc1ccnc(SC2CC(=O)N(c3ccc(Br)cc3)C2=O)n1 (configuration not stated)
    -2%, -1, -10%, ?, 3%, -5%, -2%, 22%, 4%, -129%, -3%
- O=C(CCl)N=c1sccn1Cc1ccc(Cl)cc1Cl
    -8%, 2, 1%, ?, -38%[inhibitor], -49%[inhibitor], ?, -34%, -11%, ?, -9%
- COc1ccc(C(=O)COC(=O)C(C)N2C(=O)C3C4CCC(C4)C3C2=O)cc1 (configuration not stated)
    ?, -2, 2%, -9%, 5%, -2%, 6%, 7%, 2%, 0%, -1%
- CCNc1nc(NCC)n2c(SCC(=O)Nc3ccc(C)cc3Br)nnc2n1
    nt, nt, -6%, nt, nt, nt, -6%, -11%, -6%, nt, -1%

Arranged by the number under RORg inh (falling): some entries from above
mol | TRPV1 ag | Tb PFK inh | Rab9 prom act | NPC1 promoter act | p53 reactivation | RORg inh
Cc1nc(N)sc1C(=O)NN | nt | 0% | -1% | -4% | 12% | 4%
COc1ccc(C(=O)COC(=O)C(C)N2C(=O)C3C4CCC(C4)C3C2=O)cc1 (configuration not stated) | -2 | 2% | 5% | -2% | 2% | 0%
Cc1ccnc(SC2CC(=O)N(c3ccc(Br)cc3)C2=O)n1 (configuration not stated) | -1 | -10% | 3% | -5% | 4% | -129%
